OX1R antag-1 = antagonists of human orexin 1 receptor (OX1R); OX1R-expressing cells, FRET antagonist read-out; 1.8% of 330,000 active; inhibition, % at 6.6 µM; AID 485270; in the data active means inhibition mostly above about 38%, no sharp cut-off; inactive means mostly below about 40%;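 further: 0% = agonist challenge alone and 100% = reference antagonist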
Target sequence (O43613 whole entry, looked up): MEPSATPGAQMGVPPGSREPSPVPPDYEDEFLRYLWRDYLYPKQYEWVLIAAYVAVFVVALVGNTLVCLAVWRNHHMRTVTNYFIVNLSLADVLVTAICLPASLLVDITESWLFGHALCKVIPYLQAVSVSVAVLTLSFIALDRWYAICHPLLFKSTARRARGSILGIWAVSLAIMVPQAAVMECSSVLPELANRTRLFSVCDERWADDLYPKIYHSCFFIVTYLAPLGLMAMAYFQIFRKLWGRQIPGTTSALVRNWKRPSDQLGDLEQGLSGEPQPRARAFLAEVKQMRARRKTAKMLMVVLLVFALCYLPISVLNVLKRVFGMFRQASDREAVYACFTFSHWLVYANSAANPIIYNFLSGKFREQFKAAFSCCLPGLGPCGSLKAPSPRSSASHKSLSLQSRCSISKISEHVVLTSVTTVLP
OX1R antag-2 = blocks the human orexin 1 receptor; 0.43% of 330,000 active; AID 434989; O43613; CHO/OX1R cells, Fluo-8 calcium fluorescence, orexin A; inhibition, % at 5 µM;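 active means inhibition above its plate's threshold, mean inhibition of all tested compounds on the plate plus 3 SD, cut at about 37% in these data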;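 further: 0% = orexin A challenge wells and 100% = SB-334867-A antagonist wells; not every result past the cut was called active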
CHT allo act = human CHT allosteric activation; B-score at 10 µM; Q9GZV3; CHT-expressing cells, membrane potential dye, choline EC20; stronger effect = higher value; LV-AA mutant CHT in HEK293 cells; 0.49% of 310,000 active;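 active means initial fluorescence not abnormally high and integrated response B-score, plate-corrected, over 3 SD above library mean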
Target sequence (Q9GZV3 whole entry, looked up): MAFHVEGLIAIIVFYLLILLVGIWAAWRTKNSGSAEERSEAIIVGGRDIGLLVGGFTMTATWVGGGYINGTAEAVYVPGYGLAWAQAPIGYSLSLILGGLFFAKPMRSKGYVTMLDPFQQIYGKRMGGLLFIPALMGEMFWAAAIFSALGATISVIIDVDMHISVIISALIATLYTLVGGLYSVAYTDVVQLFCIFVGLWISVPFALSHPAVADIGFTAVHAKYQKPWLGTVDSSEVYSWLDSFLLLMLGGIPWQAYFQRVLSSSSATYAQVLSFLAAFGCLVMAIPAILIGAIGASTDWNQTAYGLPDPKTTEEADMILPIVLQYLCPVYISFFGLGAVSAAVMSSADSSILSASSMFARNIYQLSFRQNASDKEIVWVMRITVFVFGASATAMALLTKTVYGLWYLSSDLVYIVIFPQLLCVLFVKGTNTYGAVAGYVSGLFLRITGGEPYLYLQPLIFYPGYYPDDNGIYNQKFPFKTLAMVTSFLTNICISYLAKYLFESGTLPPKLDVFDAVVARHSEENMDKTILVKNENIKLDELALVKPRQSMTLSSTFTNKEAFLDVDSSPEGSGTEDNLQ
Numbers without * were called inactive; i = inactive; . = no result given.

SMILES	OX1R antag-1	OX1R antag-2	CHT allo act
Cc1nnc2c(SC(C)C)nc3ccccc3n12	-9	-17	i
CN(C)S(=O)(=O)c1ccc(C(=O)OCC(=O)c2csc(N3CCCCC3)n2)cc1	8	3	.
C=CCN1C(=O)C(CCCC)NC1=S (stereo unspecified)	6	6	i
CC(C)c1nnc(NC(=O)C2CCCCC2)s1	16	-22	i
Cn1c2ccccc2c2n[nH]c(=S)nc21	25	3	i
COC(=O)c1ccc2c(=O)n(CCN3CCOCC3)c(SCC(=O)c3ccccc3)nc2c1	12	-22	i
CC1(C)C(=O)Nc2ccccc2N1C(=O)COc1ccc(S(=O)(=O)N2CCOCC2)cc1Cl	10	-23	i
CC(C)(C)N(NC(=O)Nc1ccccc1)C(=O)c1ccccc1Cl	6	-27	i
CCCN=C1CC(C)(C)CC(=O)/C1=C(/O)CCCN1C(=O)c2ccccc2C1=O	28	-36	i
O=C(CSCc1ccccc1Cl)NNC(=S)Nc1ccccc1	31	-6	i
O=C(CSc1nc2ccccc2c(=O)n1CC1CCCO1)Nc1ccccc1Cl (stereo unspecified)	3	-30	i
CS(=O)(=O)N1CCN(c2ccccc2NC(=O)c2cccnc2Cl)CC1	-3	-32	i
COc1cccc(OC)c1C(=O)NC(=S)Nc1ccc(S(=O)(=O)Nc2nccs2)cc1	6	-45	i
COc1ccc(C(=O)N/C(=C\c2ccco2)C(=O)NCc2cccnc2)cc1	14	-4	i
N/C(=N\OC(=O)c1cccc(Br)c1)c1ccccn1	25	-18	i
O=C(NCCN1CCCCC1)c1cc(Cl)ccc1Cl	18	3	i
COc1ccc(Nc2ccccc2)c(C)c1	12	-1	i
CN(C(=O)c1ccc(NC(=O)Cc2ccc(NC(=O)C3CCCN(C(=O)C4CC4)C3)cc2)cc1)C1CC1 (stereo unspecified)	2	-5	.
COc1ccc(Cl)cc1NC(=O)CN(C)C(=O)c1cc(-c2cccs2)nn1-c1ccccc1	38	-32	i
O=C(O)c1ccc(-n2nncc2-c2ccco2)cc1	-4	-23	i
Cc1cc(C)c(C)c(OCCOCCNCc2ccccc2)c1	18	-21	i
CC(C)=CCC12Oc3cc(O)ccc3C1(O)Oc1cc(O)c([C@H]3C=C(C)CC(c4ccc(O)cc4O)[C@H]3C(=O)c3ccc(O)cc3O)c(O)c1C2=O (stereo partly specified)	7	8	i
O=C(O)/C=C/C(=O)NCc1cn(-c2ccccc2)nc1-c1cccc(Br)c1	9	-5	i
CCCOc1ccc(-c2nc[nH]c2[N+](=O)[O-])cc1	5	-15	i
Cc1csc(NC(=O)Cc2ccc(Br)cc2)n1	10	-13	i
The list continues.
SMILES	OX1R antag-1	OX1R antag-2	CHT allo act
CCC(=O)N1c2ccc(S(=O)(=O)N(CCO)Cc3ccccc3)cc2CC1C (stereo unspecified)	16	-28	i
O=C(CSc1nc2ccccc2c(=O)n1NC(=O)c1ccccc1)c1ccccc1	15	-36	i
CC1CCN(S(=O)(=O)c2ccc(NC(=S)NC(=O)c3ccc(Cl)cc3)cc2)CC1	6	-2	i
COc1ccc(NC(=O)CN(C)C(=O)c2ccc(COc3ccccc3)cc2)cc1	7	-9	.
C#CCNc1c(C)c(C)nc2ncnn12	-2	1	i
Cc1sc2ncnc(SCC(=O)N3CCCC(C(N)=O)C3)c2c1C (stereo unspecified)	22	-20	i
CCOc1cccc2sc(N(CCN(C)C)C(=O)CCS(=O)(=O)c3ccccc3)nc12	19	-16	i
COc1cc(-c2cc(-c3nnco3)c3ccccc3n2)cc(OC)c1OC	25	-43	i
COc1ccccc1NC(=O)C(C)OC(=O)C1COc2ccccc2O1 (stereo unspecified)	15	-5	.
CC(C)Nc1nc(NC(C)(C)C)nc(Oc2ccc(=O)n(C)n2)n1	11	0	i
CC(C)CC(NC(=O)C(NC(=O)C(Cc1ccc(OCc2ccccc2)cc1)NC(=O)OC(C)(C)C)C(C)C)C(N)=O (stereo unspecified)	-2	-17	i
COc1ccc(C(c2sc3nc(C)nn3c2O)N2CC(C)OC(C)C2)cc1OC (stereo unspecified)	9	-11	i
Cc1cc(C(=O)Cn2cnc3cc(F)ccc3c2=O)c(C)n1C1CC1	3	-20	.
CC(=O)Nc1cccc(C(=O)OCC(=O)NC(C)c2ccc(F)cc2)c1 (stereo unspecified)	10	-26	i
COc1ccc(-c2nc3nc(C)cc(=O)n3[nH]2)cc1	3	-21	i
Clc1ccc(-c2csc(N/N=C/c3cccnc3)n2)c(Cl)c1	-3	-30	i
Cc1ccc2oc3nc(C)c(C(=O)Nc4cccc(C(F)(F)F)c4)cc3c(=O)c2c1	11	-26	i
Cc1nn(C)cc1CNC(=O)Nc1cccc(Cl)c1	4	-28	i
O=C(CNC(=O)c1ccccc1)N/N=C/c1ccc([N+](=O)[O-])s1	47*	-11	i
COc1ccccc1CNC(=O)Cc1ccccc1	11	-8	i
CCCC(=NCc1ccccc1)C1=C(O)C(C(=O)OC)C(C)(C)CC1=O (stereo unspecified)	11	-11	i
O=c1o[nH]c(-c2ccccc2)c1C=Nc1ccc(Cl)cc1	7	-3	i
COc1ccc(CN2CCN(C(=O)C3CC(=O)N(C4CCCCCC4)C3)CC2)c(OC)c1OC (stereo unspecified)	11	-12	i
CCOc1ccccc1N1CCN(C(=O)c2cccc(S(=O)(=O)N3CCOCC3)c2)CC1	15	13	.
CC1CCc2sc3nc(NCc4ccco4)n4ncnc4c3c2C1 (stereo unspecified)	19	-22	i
Continuation:
SMILES	OX1R antag-1	OX1R antag-2	CHT allo act
Cc1ccc(CCCOC(=O)CN2CCCCC2)cc1	4	-11	i
O=C(Nc1ccc(Cl)c(Cl)c1)Nc1nnc(CC2=CCCCC2)s1	13	-8	i
COC(=O)Cn1c(C(F)(F)F)nc2ccccc21	12	0	i
Cc1ccc(-c2cc(C(=O)NN3CCOCC3)c3cc(Br)ccc3n2)o1	3	-5	i
Cc1cc(C)c2c(CN3CCCCC3)cc(=O)oc2c1	1	-27	i
N#Cc1ccc(CSc2nnc(Nc3ccccc3)s2)cc1	36	15	i
COc1ccccc1-c1cc(SC)c(C#N)c(=O)o1	51*	-7	i
COC(=O)c1ccc(Nc2nc(C)nc3c2nnn3Cc2ccccc2)cc1	7	-31	i
COc1ccccc1C(=O)NCCC(=O)N(C)CC(=O)Nc1c(Cl)cccc1Cl	9	5	i
CCOC(=O)N1CCC(NC(=O)c2cccc3c2C(=O)N(Cc2cccnc2)C3)CC1	9	-23	i
c1ccc(Cc2nnc3n2N=C(c2ccccc2)CS3)cc1	26	-11	i
CC(C(=O)NN=C(c1ccccc1)c1ccccc1)N1CCCC1 (stereo unspecified)	8	-27	i
COc1ccccc1N(C)S(=O)(=O)c1ccc(C(=O)OCC(=O)Nc2ccccc2F)cc1	18	-12	i
CC1(C)CC(=O)N(CC(=O)N2CCN(c3ncccn3)CC2)c2ccccc2S1(=O)=O	14	2	i
Cc1cc(Br)ccc1NC(=O)C1CCN(C(=O)c2ccco2)CC1	16	-14	i
CSCCC(NC(=O)c1ccc(Br)cc1)C(=O)O (stereo unspecified)	6	1	i
Clc1cccc(Cl)c1Cn1nnc(-c2cccs2)n1	11	-18	i
CC(SCC(=O)Nc1ccc(F)cc1)c1nc2ccccc2c(=O)[nH]1 (stereo unspecified)	42	-12	i
Nc1cccc(C#Cc2ccc3c(c2)C(=O)/C(=C/c2ccsc2)O3)c1	4	-7	.
N#CCSc1nnc(COc2ccccc2)n1-c1ccccc1	6	-11	i
O=C(c1ccccc1)N1CCN(CCc2ccccc2)CC1	-1	-19	i
CNc1nc(-c2ccc3c(c2)CCN3C(=O)c2ccccc2F)c(C)s1	16	-17	i
O=S(=O)(NCc1ccccc1F)NCc1ccccc1F	17	3	i
CC1CCN(C(=O)c2[nH]cnc2C(=O)NCc2ccc(CNC(=O)OC(C)(C)C)cc2)CC1	2	-21	.
c1ccc(-n2c(SCc3ccncc3)nnc2-c2ccco2)cc1	8	-18	i

Record cards, from the list above. Order of values: OX1R antag-1 | OX1R antag-2 | CHT allo act
Profile of `CC(C)(C)N(NC(=O)Nc1ccccc1)C(=O)c1ccccc1Cl` = 6 | -27 | i
Profile of `CCC(=O)N1c2ccc(S(=O)(=O)N(CCO)Cc3ccccc3)cc2CC1C` (stereo unspecified) = 16 | -28 | i

Four entries from above in another layout.
mol | OX1R antag-1 | OX1R antag-2 | CHT allo act
COc1ccccc1-c1cc(SC)c(C#N)c(=O)o1 | 51* | -7 | i
COC(=O)c1ccc(Nc2nc(C)nc3c2nnn3Cc2ccccc2)cc1 | 7 | -31 | i
COc1ccccc1C(=O)NCCC(=O)N(C)CC(=O)Nc1c(Cl)cccc1Cl | 9 | 5 | i
CCOC(=O)N1CCC(NC(=O)c2cccc3c2C(=O)N(Cc2cccnc2)C3)CC1 | 9 | -23 | i

Arranged by length of the SMILES (descending): some entries from above.
SMILES	OX1R antag-1	OX1R antag-2	CHT allo act
CC1CCN(C(=O)c2[nH]cnc2C(=O)NCc2ccc(CNC(=O)OC(C)(C)C)cc2)CC1	2	-21	.
Nc1cccc(C#Cc2ccc3c(c2)C(=O)/C(=C/c2ccsc2)O3)c1	4	-7	.
O=S(=O)(NCc1ccccc1F)NCc1ccccc1F	17	3	i
Cc1ccc(CCCOC(=O)CN2CCCCC2)cc1	4	-11	i

Next part.
SMILES	OX1R antag-1	OX1R antag-2	CHT allo act
Cn1c(SCC(=O)Nc2ccc(Br)cn2)nnc1C1CC1	5	-5	i
O=S(=O)(c1ccc2c(c1)OCCO2)N1CCN(c2nc(-c3cccnc3)nc3ccccc23)CC1	30	-26	i
CN(C)c1nc2n(c(=O)n1)CCS2	15	-18	i
CCOC(=O)c1ccccc1N/C=C/C(=O)c1ccccc1	23	-45	i
CC(C)OC(=O)C1=C2SCC(=O)N2C(N)=C(C#N)C1	17	-26	i
CCCN(CCC)C(=O)Cn1c(=O)c2ccccc2n2c(=S)sc(-c3ccccc3C)c12	23	-16	i
COc1ccc2oc(=O)c(C(=O)N3CCCc4ccccc43)cc2c1	8	21	i
O=C(NCCCn1ccnc1)C(Cc1ccccc1)N1C(=O)c2ccccc2C1=O (stereo unspecified)	14	-12	i
COC(=O)C(CCCCN1C(=O)C2C3C=CC(C3)C2C1=O)N1C(=O)C2C3C=CC(C3)C2C1=O (stereo unspecified)	12	-11	i
Cc1cc(=O)oc2c(C)c(OCC(=O)Nc3cccnc3)ccc12	5	-13	i
O=C(COC(=O)c1ccc(Br)o1)NCCNC(=O)COC(=O)c1ccc(Br)o1	21	-23	i
CCS(=O)(=O)N1CCN(c2ccc(C(=O)NC3C4CC5CC(C4)CC3C5)cc2[N+](=O)[O-])CC1 (stereo unspecified)	10	-13	i
O=C(O)/C=C/C(=O)NC1CCCCC1	15	-11	i
COc1cc(C(=O)Nc2ccc(NC(=O)c3ccccc3)nc2)cc(OC)c1OC	12	-14	i
O=C(NCCc1ccccc1F)C1CCCN1S(=O)(=O)c1ccc2ccccc2c1 (stereo unspecified)	18	-5	i
CCc1ccccc1NC(=O)c1cc(S(=O)(=O)N(C)C)ccc1N1CCCC1	10	-25	i
Cc1cc(C)cc(SCc2noc(C(=O)NCCCN3CCOCC3)c2C(=O)NCCCN2CCOCC2)c1	6	-23	i
O=C(CCCn1c(=O)[nH]c2cc(Cl)ccc2c1=O)NCCCN1CCN(c2ccc(F)cc2)CC1	9	-37	i
Cc1cc(N2CCOCC2)n2ncc(-c3ccc(Cl)cc3)c2n1	8	-13	i
O=C(NC1(C(F)(F)F)NC(=O)N(C2CCCCC2)C1=O)C1CC1 (stereo unspecified)	5	-10	i
CCCC1=Nc2cc(C(=O)NCCN3CCOCC3)ccc2Sc2ccc(C)cc21	15	-29	i
CC(C)CNC(=O)COC(=O)c1n[nH]c2ccccc12	11	-10	i
Cc1c(Cl)cnc(NC(=O)COC(=O)c2ccc([N+](=O)[O-])s2)c1Cl	63*	-20	i
Cc1cnc(CN(C)Cc2c(C(=O)N3CCc4ccccc4C3)nc3ccc(Cl)cn23)[nH]1	9	-26	i
COc1cccc(OC)c1C(=O)Nc1ccccc1N1CCCCC1	15	-27	i
Further records:
SMILES	OX1R antag-1	OX1R antag-2	CHT allo act
COC(=O)c1ccccc1OCC(=O)N1CCN(c2ccc(Cl)cc2)CC1	21	-26	i
CCCCNS(=O)(=O)c1ccc2nc(SCC(=O)Nc3cc(C)cc(C)c3)[nH]c2c1	13	-19	i
CCOc1ccc(-c2cc3nc(C4CCN(C(=O)OC(C)(C)C)CC4)c(C(=O)O)cn3n2)cc1	27	-11	i
CC(=O)N1CCc2c(sc(NC(=O)CCS(=O)(=O)c3ccccc3)c2C#N)C1	33	-3	i
O=C(COC(=O)c1cccc(Cl)c1)NC1CCCCCCC1	1	-17	.
CCCOC(=O)c1ccc(NC(=O)COC)cc1	25	1	i
NS(=O)(=O)c1ccc(NC(=S)NCC2CCCO2)cc1 (stereo unspecified)	13	-3	i
N#Cc1nc(Cc2cccc3ccccc23)oc1N1CCOCC1	11	9	i
CN(C(=O)c1ccc(-c2nn(C)c(=O)c3ccccc23)cc1)c1ccccc1	11	-34	i
O=C(NC(Cc1c[nH]c2ccccc12)c1nnc2n1CCCCC2)c1ccc(Cl)cc1 (stereo unspecified)	17	-23	i
CCCCNC(=O)COc1ccccc1[N+](=O)[O-]	8	-5	i
CC(=O)c1cccc(NC(=S)NC(=O)c2ccccc2Br)c1	13	-26	i
COC(=O)C(C)(C)ONC(=O)Nc1ccccc1Br	11	-2	i
CN1c2ccc(Cl)cc2C(=O)NC1c1ccc([N+](=O)[O-])s1 (stereo unspecified)	3	-18	i
Cc1cc(C(=O)CSc2nnc(-c3ccncc3)n2-c2ccccc2)c(C)n1C	10	-15	i
COc1ccc(NC(=O)CSc2nnc(C)c3ccccc23)cc1	48	-22	i

High-throughput results: PubChem, several laboratories
